Assay outcomes (PubChem BioAssay)
SKN-1 block = suppressors of acrylamide-induced Pgst-4::GFP reporter in worms, primary screen, SKN-1 inhibitor project, whole organism, uHTS, GFP/RFP fluorescence ratio, strain VP596. C. elegans VP596 Pgst-4::GFP/RFP ratio, 24 h. inhibition, % at 21.8 µM. hit rate 0.49% among 360,000. AID 624304, 2012;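 active means interference check ratio from 0.5 to 1.5 plus GFP to RFP signal ratio inhibition reaching or exceeding a fixed threshold, cut at about 30% in these data, passing the limit was not always enough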; further: some compounds called inactive have numbers as strong as hits
CendR NRP1 mod = modulators of CendR peptide binding to NRP-1, primary screen, biochemical, fluorescence polarization, uHTS. hit rate 0.85% among 360,000. Neuropilin-1 (Homo sapiens), O14786. inhibition, % at 25 µM. AID 602438, 2012. FAM-RPARPAR peptide binding to NRP-1;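 active means inhibition or corrected inhibition above about 18%, plus a signal ratio from 0.5 to 1.5, limit read from the data, passing the limit was not always enough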; further: strong numbers were not always called active
MT1-MMP act inh = blockers of MT1-MMP proenzyme processing, primary screen, HT1080 RFP-PRO-GFP cells, GFP/RFP fluorescence | Matrix metalloproteinase-14 (Homo sapiens), P50281 | GFP/RFP ratio fluorescence, overnight; percent of plate control window, DMSO zero | GFP/RFP ratio change, % at 20 µM | hit rate 0.061% among 360,000;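 active means GFP/RFP ratio change of at least 30% with cell ATP level not reduced by more than half and red fluorescence within 50% of control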; further: strong numbers were not always called active
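Material: RFP-PRO-GFP reporter HT1080 cells. Dosing: single-point 20 µM compound, 1% DMSO. Controls: DMSO and RFP-L50D-GFP cell wells. Timing: cells overnight before dosing, compound overnight, 37 °C, 5% CO2. Measure: GFP/RFP fluorescence ratio.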
MsrA inhibitor = bovine MsrA enzyme inhibitors, primary screen, biochemical, absorbance, HTS; AID 651718, 2012; purified bovine MsrA, absorbance read-out; inhibition, % at 15.5 µM; hit rate 0.75% among 360,000; in the data active means inhibition above about 4.5%;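 further: 0% = vehicle wells with enzyme and 100% = reference inhibitor wells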
FAS-TE inh = FAS thioesterase domain inhibitors, primary screen, biochemical, fluorescence intensity, uHTS. recombinant FAS-TE, OMFH fluorogenic substrate, fluorescence endpoint. inhibition, % at 15 µM. hit rate 0.67% among 360,000. AID 602261, 2012;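 active means compounds whose normalised, plate-corrected inhibition of enzyme fluorescence in the single-dose primary screen is 50% or more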;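 further: 0% = DMSO with enzyme and 100% = substrate without enzyme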
E coli Lon inh = inhibitors of E. coli Lon protease, primary screen, biochemical, fluorescence polarization; P0A9M0; purified E. coli Lon protease; inhibition, % at 7.94 µM; hit rate 0.42% among 360,000; in the data active means inhibition above about 13%, passing the limit was not always enough;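 further: 0% = enzyme with probe and DMSO and 100% = no enzyme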
bovine MsrA act = bovine MsrA enzyme activators, primary screen, biochemical, absorbance, HTS | purified bovine MsrA, absorbance read-out | activation, % at 10.6 µM | hit rate 0.3% among 360,000 | AID 602163, 2012; in the data active means activation above about 7.5%;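 further: 0% = vehicle and 100% = reference activator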
Tb MetRS inh = T. brucei MetRS inhibitors, primary screen, biochemical, luminescence; purified T. brucei MetRS, ATP depletion, Kinase-Glo luminescence; inhibition, % at 11.9 µM; methionyl-tRNA synthetase (Trypanosoma brucei brucei); AID 624268, 2012; hit rate 0.4% among 360,000;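 active means inhibition above a per-plate cutoff of the control wells' mean inhibition plus 3 SD, cut at about 5.5% in these data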;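 further: 0% = DMSO wells median and 100% = median of wells with control inhibitor compound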
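Test system: purified T. brucei MetRS enzyme. Also added: ATP, methionine and E. coli bulk tRNA substrates. Compound: 11.9 µM single point. Schedule: 15 min enzyme-compound preincubation, 2 h reaction, 10 min detection, 25 °C. Signal: luciferase luminescence of residual ATP, Kinase-Glo. Evaluation: percent inhibition versus plate control medians. Controls: DMSO wells, low control.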
PABP1 MLLE inh = inhibitors of PABP1 MLLE–PAM2 peptide binding, primary screen, biochemical, fluorescence polarization, FITC-PAM2, GST-MLLE | Polyadenylate-binding protein 1 (Homo sapiens), P11940 | inhibition, % at 20 µM | hit rate 0.36% among 360,000 | AID 588489, 2011; in the data active means inhibition above about 35%, passing the limit was not always enough;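 further: plate controls were DMSO wells with GST-MLLE for no effect and wells lacking GST-MLLE protein for full effect; some results filed as inactive read as strong as hits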
Target sequence (P11940 whole entry, looked up): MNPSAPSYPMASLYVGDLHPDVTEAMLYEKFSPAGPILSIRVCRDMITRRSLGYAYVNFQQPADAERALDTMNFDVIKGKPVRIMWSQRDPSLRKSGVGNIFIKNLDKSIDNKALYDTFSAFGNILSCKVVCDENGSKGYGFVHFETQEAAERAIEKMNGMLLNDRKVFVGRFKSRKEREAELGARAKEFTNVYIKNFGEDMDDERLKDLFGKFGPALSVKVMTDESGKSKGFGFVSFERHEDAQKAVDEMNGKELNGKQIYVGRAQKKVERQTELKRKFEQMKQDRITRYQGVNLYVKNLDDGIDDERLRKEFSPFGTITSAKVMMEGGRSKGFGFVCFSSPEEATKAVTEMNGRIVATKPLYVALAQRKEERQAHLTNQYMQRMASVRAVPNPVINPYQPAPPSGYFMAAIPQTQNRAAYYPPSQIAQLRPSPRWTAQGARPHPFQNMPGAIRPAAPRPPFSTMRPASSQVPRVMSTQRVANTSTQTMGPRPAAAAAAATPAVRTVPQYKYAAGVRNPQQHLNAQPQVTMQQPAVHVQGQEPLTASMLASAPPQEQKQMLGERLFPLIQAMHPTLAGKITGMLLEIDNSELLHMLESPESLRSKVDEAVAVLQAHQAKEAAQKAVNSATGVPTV
The depositor's hits bear a star; . = no result given. Compounds as they come. About 4% of those tested had a hit in this group.

1. CC(Oc1cccnc1[N+](=O)[O-])C(=O)Nc1ccc(F)cc1 (stereo unspecified)
2. Cc1ccc(N2CC(C(=O)Nc3ccc(S(=O)(=O)Nc4nccs4)cc3)CC2=O)cc1 (stereo unspecified)
3. Cc1ccc(-c2cc3ccccc3nc2N2CCCC2)cc1
4. COc1ccc(NC(=O)CSc2nnc(-c3ccccc3F)n2C2CC2)cc1S(N)(=O)=O
5. CC(C(=O)OCC(=O)Nc1ccc2c(c1)OCO2)N1C(=O)c2ccccc2C1=O (stereo unspecified)
6. CCC1=NN=C(c2ccc(F)cc2)C(c2c[nH]c3ccccc23)N1O (stereo unspecified)
7. Cc1cc(C(=O)NCC2CCCO2)n(-c2ccccc2)n1 (stereo unspecified)
8. Cc1ccc(S(=O)(=O)NCC(=O)N/N=C/c2ccccc2O)cc1
9. CC1CCCCC1NC(=O)Cn1cnc2ccccc2c1=O (stereo unspecified)
10. O=C(O)CCN1Cc2ccccc2C1=O

assay / entry	1	2	3	4	5	6	7	8	9	10
SKN-1 block	4	5	0	-4	8	-18	30	-4	9	0
CendR NRP1 mod	1	4	-28	-4	22*	6	-5	6	5	-1
MT1-MMP act inh	3	0	-3	1	0	-6	1	2	5	-1
MsrA inhibitor	0.6	-0.7	0.7	-1.1	0.5	1.0	0.5	1.9	-0.2	-0.1
FAS-TE inh	-2	0	4	-5	0	-10	-5	3	-5	-10
E coli Lon inh	-6	-4	-9	7	3	-6	0	-9	-10	-9
bovine MsrA act	-2	-1	-8	-3	-4	0	0	-5	-1	-11
Tb MetRS inh	-0.2	-0.2	3.2	-0.1	-0.5	-0.5	-0.2	0.2	-0.7	-1.6
PABP1 MLLE inh	16	-2	-21	2	-5	2	-13	2	-2	-5

11. COc1ccc(OCc2nnc(SC3CCOC3=O)n2-c2ccccc2)cc1 (stereo unspecified)
12. CC1Oc2ccccc2N(CC(=O)NCC2CCCO2)C1=O (stereo unspecified)
13. O=C(O)/C=C/C(=O)Nc1cccc2cccnc12
14. COc1ccc(OCCN2C(=O)c3ccccc3C2=O)cc1
15. COc1ccc(N2C(=NC(=O)CC3CCCCC3)SC3CS(=O)(=O)CC32)cc1 (stereo unspecified)
16. O=C(O)c1cc([N+](=O)[O-])ccc1-c1ccc([N+](=O)[O-])cc1C(=O)O
17. CSc1nc(-c2ccccc2)nc(N2CCCC2)c1C(C)=O
18. CCC(c1nnc(SCC(=O)Nc2ccc(NC(C)=O)cc2)n1Cc1ccccc1)N(C)C (stereo unspecified)
19. COc1ccc(NC(=O)CN2C(=O)S/C(=C/c3cccn3-c3ccc(C(=O)O)cc3)C2=O)cc1
20. CC(OC(=O)/C(C#N)=C/c1ccc(N(C)C)cc1)C(=O)N(C)c1ccccc1 (stereo unspecified)

assay / entry	11	12	13	14	15	16	17	18	19	20
SKN-1 block	8	-3	19	4	1	-9	-1	9	7	46*
CendR NRP1 mod	17	-2	2	0	3	6	-1	8	-46	-182
MT1-MMP act inh	10	0	0	9	-5	-1	-5	-1	0	-50
MsrA inhibitor	-0.6	-0.3	1.4	0.5	-0.4	2.5	0.1	-1.2	0.4	1.1
FAS-TE inh	-4	-6	-3	-1	12	-4	26	-4	8	-11
E coli Lon inh	-4	3	14	-7	0	2	0	1	-6	-405
bovine MsrA act	-2	-2	0	-2	0	-4	-2	-4	-4	-3
Tb MetRS inh	0.1	-0.1	-0.3	-1.3	0.0	0.5	-0.1	-0.5	-0.3	-0.2
PABP1 MLLE inh	-35	-10	4	-5	6	11	-6	0	5	-142

21. O=C(CN(CCc1ccccc1)C(=O)CN1C(=O)COc2ccccc21)NCc1ccco1
22. O=C(NCCC1CCCCN1S(=O)(=O)c1cccs1)C(=O)Nc1ccc(F)cc1 (stereo unspecified)
23. CN(C)S(=O)(=O)c1cc(C(=O)NCc2ccccc2)c(Cl)cc1Cl
24. [O-]/C(=C(\C(=S)NCc1ccccc1)[n+]1ccccc1)c1ccc(Cl)s1
25. CCc1cc(C(=O)OC)c(NC(=O)CC2SC(=NC)N(C)C2=O)s1 (stereo unspecified)
26. Cc1ccc2c(COC(=O)C3=COCCO3)cc(=O)oc2c1
27. COC(=O)C1CCN(Cc2ccc(C)cc2)CC1
28. COc1ccc(-n2c(Cc3cccn3C)nnc2SCC(=O)Nc2ccccc2OC)cc1
29. Oc1ccc(NC(=S)N=Nc2c(O)[nH]c3ccc(Br)cc23)cc1
30. CC(C)(C)NC(=O)CSc1nc2cc(S(=O)(=O)N3CCCCC3)ccc2o1

assay / entry	21	22	23	24	25	26	27	28	29	30
SKN-1 block	-18	-4	2	-2	-4	11	-14	6	4	13
CendR NRP1 mod	-1	-2	-12	0	8	8	7	-19	-12	11
MT1-MMP act inh	1	0	4	-3	-5	4	-1	-3	-4	3
MsrA inhibitor	-0.7	-1.1	-0.4	-0.1	-1.3	-0.5	1.8	0.6	0.2	0.0
FAS-TE inh	-3	23	-6	-4	-2	-4	-6	-6	-21	0
E coli Lon inh	-9	-15	0	-8	-4	6	-1	-5	13	-4
bovine MsrA act	4	0	-4	-6	-3	-1	-14	-10	-3	-3
Tb MetRS inh	-0.8	-0.3	-0.5	-0.6	0.0	-0.1	-1.9	2.1	0.5	-0.4
PABP1 MLLE inh	-6	1	-4	-48	-5	-2	-11	-9	29	4

31. CCOC(=O)CSc1nc2ccccc2c(=O)n1CC1CCC(C(=O)NCc2ccco2)CC1 (stereo unspecified)
32. COC(=O)c1cc(NC(=O)COC(=O)C2CCC2)cc(C(=O)OC)c1
33. COCc1c(C#N)c(NCCc2ccccc2)nc(C)c1[N+](=O)[O-]
34. COc1cccc2[nH]c(C(=O)NCC3CCCO3)cc12 (stereo unspecified)
35. CC(C)Oc1ccc(S(=O)(=O)N2CCOCC2)cc1NC(=O)Cc1ccsc1
36. O=[N+]([O-])c1cccc2[nH]ncc12
37. CC(C)(C)c1ccc(C(=O)NC(=S)N2CCCC2)cc1
38. Cn1cc[nH]c1=S
39. CCCCNC(=O)CCNC(=O)c1ccc(C(C)(C)C)cc1
40. COC(=O)/C=C1\OCc2cc(OC)c(OCc3ccccc3)cc21

assay / entry	31	32	33	34	35	36	37	38	39	40
SKN-1 block	5	2	11	7	-5	7	6	6	12	16
CendR NRP1 mod	3	-1	-17	-6	10	10	-10	-7	-4	11
MT1-MMP act inh	8	5	1	3	-1	1	2	0	0	2
MsrA inhibitor	-0.2	-0.1	0.6	-0.1	0.5	1.4	-1.5	-1.8	-1.4	1.1
FAS-TE inh	-4	-7	17	-4	4	-17	-1	1	-2	.
E coli Lon inh	0	4	12	-16	-6	-8	-1	-1	-10	.
bovine MsrA act	-1	-4	-2	0	-4	-2	-7	1	-2	.
Tb MetRS inh	-0.6	-0.3	-1.2	0.6	-0.3	-0.3	-0.5	0.1	-0.9	-0.2
PABP1 MLLE inh	-15	-22	-6	1	-13	-8	-7	-55	0	.

An excerpt of these results, as a markdown table:
| no. | SMILES | SKN-1 block | CendR NRP1 mod | MT1-MMP act inh | MsrA inhibitor | FAS-TE inh | E coli Lon inh | bovine MsrA act | Tb MetRS inh | PABP1 MLLE inh |
| --- | --- | --- | --- | --- | --- | --- | --- | --- | --- | --- |
| 39 | CCCCNC(=O)CCNC(=O)c1ccc(C(C)(C)C)cc1 | 12 | -4 | 0 | -1.4 | -2 | -10 | -2 | -0.9 | 0 |
| 40 | COC(=O)/C=C1\OCc2cc(OC)c(OCc3ccccc3)cc21 | 16 | 11 | 2 | 1.1 | . | . | . | -0.2 | . |

Gathered by group, those above containing a tert-butyl group (three)
30. CC(C)(C)NC(=O)CSc1nc2cc(S(=O)(=O)N3CCCCC3)ccc2o1
37. CC(C)(C)c1ccc(C(=O)NC(=S)N2CCCC2)cc1
39. CCCCNC(=O)CCNC(=O)c1ccc(C(C)(C)C)cc1

assay / entry	30	37	39
SKN-1 block	13	6	12
CendR NRP1 mod	11	-10	-4
MT1-MMP act inh	3	2	0
MsrA inhibitor	0.0	-1.5	-1.4
FAS-TE inh	0	-1	-2
E coli Lon inh	-4	-1	-10
bovine MsrA act	-3	-7	-2
Tb MetRS inh	-0.4	-0.5	-0.9
PABP1 MLLE inh	4	-7	0

Other entries:
41. CCO/C=C1/C(=O)N(C(C)=O)c2ccccc21
42. COCC(=O)Nc1cc(OC)ccc1OC
43. O=C(NCCN1CCOCC1)c1ccc2ccccc2n1
44. CC(C)N1C(=O)c2ccc(C(=O)O)cc2C1=O
45. O=C(O)Cn1nnnc1-c1ccc(F)cc1
46. O=C(Cc1ccc(Cl)cc1)NCCc1cnc[nH]1
47. Clc1cccc(OCCN2CCNCC2)c1
48. COc1ccc(CC(=O)OCN2C(=O)c3ccccc3C2=O)cc1
49. CCOC(=O)c1c(NC(=O)CSc2nnc(-c3ccc(Cl)cc3)o2)sc2c1CCC2
50. COc1ccc(NC(=O)Nc2sc(NS(=O)(=O)c3ccccc3)nc2C)cc1

assay / entry	41	42	43	44	45	46	47	48	49	50
SKN-1 block	-8	10	-1	-13	13	-9	4	18	-10	10
CendR NRP1 mod	-17	5	0	14	-3	8	5	5	-3	0
MT1-MMP act inh	-7	1	3	1	3	3	3	1	3	.
MsrA inhibitor	0.2	0.6	.	1.8	.	0.2	1.0	-1.5	1.1	0.1
FAS-TE inh	-5	-5	-4	-2	-6	-5	-6	14	20	0
E coli Lon inh	5	0	0	0	-7	4	-3	-11	-5	14*
bovine MsrA act	-4	-1	-8	-3	-2	-2	-3	-2	-2	-2
Tb MetRS inh	0.1	-0.1	-0.8	-0.6	-1.0	-0.4	-0.3	-0.5	-0.1	-1.2
PABP1 MLLE inh	2	-1	-6	5	-50	-1	-3	5	-27	40*

51. CCOC(=O)C1CCN(C(=O)COC(=O)c2cccc(NS(=O)(=O)c3ccccc3)c2)CC1
52. Cc1cc(C)cc(NC(=O)C2CCCN(c3ncccn3)C2)c1 (stereo unspecified)
53. CCOc1ccc(OCc2ccc(C(=O)NCc3ccncc3)o2)cc1
54. CCN(CC)CCN(C(=O)CCOc1ccccc1)c1nc2c(F)cc(F)cc2s1
55. Cn1c(SCC(=O)Nc2ccc3nc(SCC(=O)N4CCCC4)sc3c2)nnc1-c1ccc(N)cc1
56. Cc1nn(-c2ccccc2)c(C)c1/C=N/N1CCN(c2ccccn2)CC1
57. CC(OC(=O)COc1cccc2c1OC(C)(C)C2)C(=O)Nc1ccc(S(N)(=O)=O)cc1 (stereo unspecified)

assay / entry	51	52	53	54	55	56	57
SKN-1 block	6	6	7	2	0	2	7
CendR NRP1 mod	-11	1	12	6	2	7	0
MT1-MMP act inh	1	0	-13	2	-1	0	-2
MsrA inhibitor	0.3	-0.8	-0.4	-1.4	.	-0.5	-0.1
FAS-TE inh	-1	3	-6	24	-2	-2	-6
E coli Lon inh	-1	-1	-1	0	1	0	-15
bovine MsrA act	8	-3	-2	-2	-7	-2	-4
Tb MetRS inh	-0.2	0.4	-0.1	-0.1	-1.1	-0.3	-0.5
PABP1 MLLE inh	-13	-9	5	7	7	25	-2
